# Bioassay records: PubChem BioAssay, The Scripps Research Institute Molecular Screening Center
# SRC1 TRFRET art: TR-FRET detection interference compounds, primary screen, artefact control for PPARgamma SRC-1 recruitment agonists, biochemical, TR-FRET emission ratio | hit rate 0.34% among 99,000 | AID 1051, 2008 | TR-FRET ratio at 8 µM | TR-FRET detection artefact counter-screen; stronger effect = higher value; in the data active means TR-FRET ratio above about 2300; further: inactives centre near 1800
# SRC3 TRFRET art: TR-FRET detection interference compounds, artefact control for PPARgamma SRC-3 recruitment agonists, biochemical, TR-FRET ratio | TR-FRET artefact counter-screen, PPARgamma/SRC-3 format; stronger effect = higher value | TR-FRET ratio at 8 µM | hit rate 0.39% among 99,000 | AID 1048, 2008; in the data active means TR-FRET ratio above about 2000; further: inactives centre near 1600
# * = called active by the depositor. A portion of the library; the hit share may differ from the screen's.
# Sequence of screens – SRC1 TRFRET art | SRC3 TRFRET art
1) COC(=O)Cc1c(C(=O)OC)nnn1-c1cccc(C(F)(F)F)c1
 : 1953 | 1542
2) COc1cccc(NC(=O)c2ccccc2C(F)(F)F)c1
 : 1968 | 1696
3) O=C(CNC(=O)c1cccc(OC(F)F)c1)OCC(=O)c1ccccc1
 : 1869 | 1510
4) COc1ccc(NC(=O)c2nn(C34CC5CC(CC(C5)C3)C4)cc2[N+](=O)[O-])cc1
 : 1511 | 1532
5) CCCCC(=O)NC(=S)Nc1nnn(CCC)n1
 : 1772 | 1364
6) CCN1CCN(C(c2cc3cccc(C)c3[nH]c2=O)c2nnnn2Cc2ccccc2)CC1 (stereo unspecified)
 : 1705 | 1461
7) COc1cccc(-c2nn(C)c3sc(C(=O)NCc4ccco4)cc23)c1
 : 1960 | 1485
8) O=C(NCCc1ccccc1)C1CCCN1C(=O)Nc1ccc(F)cc1 (stereo unspecified)
 : 1661 | 1837
9) Fc1ccccc1Sc1ccccc1CNC1=NCCN1
 : 1558 | 1618
10) Cc1noc(C)c1CCC(=O)N1CCCC(CCC(=O)NCc2ccccc2F)C1 (stereo unspecified)
 : 1800 | 1715
11) CN(C(=O)CSC1=NC2C(N=N1)c1cc(Br)ccc1N2C)C1CCCCC1 (stereo unspecified)
 : 1847 | 1572
12) COC(=O)[C@@]1(Cc2ccc(F)cc2)[C@H]2c3cc(C(=O)N(C)C)n(Cc4ccccc4)c3C[C@H]2CN1C(=O)c1ccccc1
 : 1797 | 1555
13) CC(C(=O)Nc1cc([N+](=O)[O-])ccc1Cl)N1CCN(c2ccccc2)CC1 (stereo unspecified)
 : 1957 | 1727
14) CN(C)CCCN(C(=O)c1cc2ccccc2oc1=O)c1nc2c(F)cccc2s1
 : 1750 | 1431
15) COc1cc(Cl)cc(C=O)c1OCC(=O)O
 : 1722 | 1516
16) C#CCNC(=O)c1ccc(OCc2ccccc2)cc1Cl
 : 1826 | 1581
17) Cc1nn(C)c(C)c1CNC(=O)/C=C/c1ccccc1F
 : 1866 | 1691
18) CSc1cccc(NC(C)=O)c1
 : 1695 | 1605
19) O=C(COC(=O)c1ccc2ncsc2c1)NC(=O)NCc1ccccc1
 : 1793 | 1455
20) Cc1ncc([N+](=O)[O-])n1CC(=O)NCCc1ccccc1
 : 1847 | 1689
21) COc1ccc(-n2nc(C(=O)N3CCCCC3)c3ccccc3c2=O)cc1
 : 1633 | 1593
22) C=CCC1(C#N)C(=S)NC2=C(C(=O)CC(C)(C)C2)C1c1ccc(Br)cc1 (stereo unspecified)
 : 1725 | 1389
23) Cc1[nH]n(-c2ccccc2)c(=O)c1/C=N/NC(=O)C(C)C
 : 1819 | 1825
24) COc1cc(OC)c(Nc2cc(C)nc3nc(C)nn23)cc1Cl
 : 2091 | 1617
25) COc1ccc(OC)c(NC(=O)c2cnc(Nc3ccccc3OC)c3ccccc23)c1
 : 1990 | 1615
26) CO/N=C\c1cc(C(=O)c2ccc(Cl)cc2Cl)cn1C
 : 1663 | 1559
27) COC(=O)CC1NCCc2cc(OC)c(OC)cc21 (stereo unspecified)
 : 1906 | 1656
28) O=S(=O)(c1ccc(NC(=S)N/N=C/c2ccc(N3CCOCC3)cc2)cc1)N1CCOCC1
 : 1928 | 1821
29) COc1ccc(CC(=O)NCc2nnc(SCC(=O)Nc3ncc(C)s3)n2C)cc1
 : 2178 | 1733
30) N/C(=N\OC(=O)c1ccccc1)c1ccncc1
 : 1710 | 1781

# Sequence of screens – SRC1 TRFRET art | SRC3 TRFRET art
31) NC(=S)N/N=C/c1coc2cc(Cl)ccc2c1=O
 : 1898 | 1710
32) O=C(Nc1nnc(SCc2c(Cl)cccc2Cl)s1)c1ccc2ncsc2c1
 : 1680 | 1684
33) Cc1ccc(Cl)cc1NC(=O)c1ccc(Cn2cc(Cl)cn2)cc1
 : 1652 | 1576
34) COc1cc(CNCCO)cc(Cl)c1OCc1ccccc1Cl
 : 1743 | 1344
35) CCS(=O)(=O)c1ccc(C(=O)NC)c(Cl)c1Cl
 : 1729 | 1399
36) Cc1ccc(NC(=O)c2cc3ccccc3oc2=O)cc1S(=O)(=O)N(C)C
 : 1792 | 1716
37) Cn1c2ccccc2c2n[nH]c(=O)nc21
 : 1947 | 1883
38) Cc1nc(NCc2ccccn2)c2c3c(sc2n1)CCCC3
 : 2058 | 1585
39) CN1CCC(=NNc2ncnc3sc4c(c23)CCCC4)CC1
 : 1693 | 1514
40) Cc1nc(SCC(=O)NC(=O)NC(C)C)nc(C)c1C
 : 1969 | 1901
41) CC(=O)Nc1ccc(NC(=O)COC(=O)C2(c3ccc(Cl)cc3)CCCC2)cc1
 : 1667 | 1412
42) CC(=O)c1c(C)nc2ccc(C)cc2c1-c1ccccc1
 : 1788 | 1485
43) COc1ccc2nc(SCC(=O)NC3CCCc4ccccc43)[nH]c2c1 (stereo unspecified)
 : 1893 | 1536
44) NC(=O)c1ccc(-n2nc(C(F)(F)F)c3c2CCCC3)cc1
 : 1743 | 1492
45) NCCS(=O)(=O)NC1CCCCC1
 : 1645 | 1713
46) CCOC(=O)C1(Cc2ccc(Cl)cc2)CCN(C(=O)c2ccoc2)CC1
 : 1754 | 1560
47) Cc1cccc(NC(=O)c2ccc(NCCc3ccccc3)c([N+](=O)[O-])c2)c1
 : 1876 | 1427
48) COc1ccc2c(CC(=O)Nc3ncc(C)s3)coc2c1
 : 1911 | 1743
49) O=C(CN1CCOCC1)NN=C(c1ccccc1)c1ccccc1
 : 1966 | 1707
50) N#Cc1cccc(NC(=O)COC(=O)c2ccc3c(=O)n4c(nc3c2)CCC4)c1
 : 1810 | 1498
51) CCc1nn(CCCN2CCN(c3cccc(Cl)c3)CC2)c(=O)n1CCOc1ccccc1
 : 1735 | 1508
52) CN(C)C(=O)c1cc2cc(Br)ccc2s1
 : 1898 | 1523
53) COCC(C)n1c(COc2ccccc2F)nnc1SCc1c(C)noc1C (stereo unspecified)
 : 1786 | 1303
54) O=C(c1ccc([N+](=O)[O-])o1)N1CCOCC1
 : 1849 | 1545
55) CCCS(=O)(=O)N1CCN(Cc2ccc([N+](=O)[O-])cc2)CC1
 : 1731 | 1692
56) Cc1nn(Cc2ccccc2)c(Cl)c1/C=C/C(=O)OC(C)C(=O)N1CCCC1 (stereo unspecified)
 : 1599 | 1551
57) Cc1ccccc1C1c2[nH]c3ccccc3c2CCN1C(=O)c1ccc(=O)n(C)n1 (stereo unspecified)
 : 1656 | 1473
58) Cc1nn(-c2ccc([N+](=O)[O-])cc2)c2c1C(c1cccc(Br)c1)N1C(=N2)C(=O)Nc2ccccc21 (stereo unspecified)
 : 1790 | 1755
59) Cc1cc(C)nc(NS(=O)(=O)c2ccc(N/C=C/C(=O)c3ccc(Cl)c(Cl)c3)cc2)n1
 : 2019 | 1588
60) COc1ccc(CN(CCC(c2ccccc2)C2CCOC(C)(C)C2)C(C)=O)cc1 (stereo unspecified)
 : 1564 | 1465

item	SMILES	SRC1 TRFRET art	SRC3 TRFRET art
61	Fc1ccccc1N=C1NN=C(c2ccccc2)CS1	1572	1443
62	CCOC(=O)C1CSC2(CCC(c3ccccc3)CC2)N1 (stereo unspecified)	1994	1616
63	C=CCN1C(c2ccc(Br)cc2)=CS/C1=C(/C#N)c1nnc(N2CCOCC2)n1-c1ccccc1	1729	1549
64	O=c1c(-c2ccccc2)cnc2n1CCS2	1745	1538
65	O=C(NCCCn1cccn1)c1cc(COc2ccc(F)cc2Cl)on1	1708	1741
66	NS(=O)(=O)c1ccc(NC(=S)N2CCC(O)CC2)cc1	1942	1629
67	CCOC(=O)Nc1cc(C(=O)OCC)c(C)nc1C	1834	1683
68	Cn1c(=O)c(C(=O)Nc2ncccc2O)c(O)c2ccccc21	1858	1678
69	Cc1ccc(CN2CCN(Cc3cccn3-c3nccs3)CC2CCO)cc1 (stereo unspecified)	1636	1479
70	O=C(NCc1ccccc1)c1ccc(Br)cc1	1616	1442
71	COc1ccc(/C=C/CN2CCCC(CCC(=O)NCc3ccc(F)c(F)c3)C2)cc1 (stereo unspecified)	1819	1530
72	Nc1cc(C(F)(F)F)cc2c1SCC(=O)N2	1863	1531
73	COc1ccc(Nc2nc(CN3CCOCC3)nc3sc4c(c23)CCC(C)C4)cc1OC (stereo unspecified)	1752	1434
74	COc1ccc(/C=C2\SC(N3CCc4ccccc4C3)=NC2=O)cc1OC	1786	1534
75	CC(C)(C)n1nnnc1C(c1ccc2ncccc2c1)N1CCC(O)CC1 (stereo unspecified)	1417	1410

item	SMILES	SRC1 TRFRET art	SRC3 TRFRET art
76	O=C(NCCN1CCOCC1)c1ccc(Cl)c(S(=O)(=O)N2CCCCCC2)c1	2055	1675
77	c1ccc(-c2cnn3c(-c4ccccc4)c(-c4ccccc4)nc3n2)cc1	1701	1569
78	Cc1ccc(O)c(N=Cc2ccc(C)s2)c1	1602	1520
79	N/C(=N\OS(=O)(=O)c1ccc(Cl)cc1)c1cccnc1	1903	1605
80	Cc1ccc(-n2cc(CNC(C)Cn3cncn3)c(-c3ccc(F)cc3)n2)cc1 (stereo unspecified)	1641	1546
81	CCCS(=O)(=O)n1nc(-c2ccc(Br)cc2)cc1N	1611	1596
82	O=c1oc2ccccc2c(Nc2ccc(F)cc2)c1[N+](=O)[O-]	2044	1821
83	Cc1ccc(N2CCN(/N=C/C(Cl)=C/c3ccccc3)CC2)cc1	2087	1416
84	CC1CCN(CCCNC(=O)c2ccc3c(=O)n(Cc4ccc(Cl)cc4)c(=S)[nH]c3c2)CC1	1613	1648
85	[O-][n+]1ccccc1SC/C=C/c1ccccc1	1966	1634
86	CN(C)c1nc(Oc2ccc(=O)n(-c3ccccc3)n2)nc(N2CCOCC2)n1	1919	1552
87	N=C(c1cccc([N+](=O)[O-])c1)N1CCCCCC1	2068	1773
88	Clc1ccc(-c2cnn3c(-c4ccncc4)ccnc23)cc1	1879	1315
89	O=C(NC(=S)Nc1cccc2[nH]ncc12)c1ccccc1	1838	1533
90	COc1ccc(NC(=S)N(CCc2c(C)[nH]c3ccc(C)cc23)Cc2ccco2)cc1	1886	1471

item	SMILES	SRC1 TRFRET art	SRC3 TRFRET art
91	Cc1ccc(/C=N/NC(=O)CNC(=O)c2ccc(C)c([N+](=O)[O-])c2)o1	1782	1616
92	CCO[C@H]1OC(C(=O)NCc2nc3ccccc3[nH]2)=C[C@@H](c2ccccc2)[C@@H]1CCCO	1594	1433
93	Cc1ccc(Sc2ccc(CO)cc2[N+](=O)[O-])cc1	1823	1539
94	CCCCN(C)CCn1c(=S)[nH]c2ccc(N3CCOCC3)cc2c1=O	1658	1479
95	CCOc1cc(N2CCOCC2)c(OCC)cc1NC(=O)c1cc(C)cc(C)c1	1844	1542
96	O=c1c2cc(NC(=S)N3CCC(N4CCCCC4)CC3)ccc2nc2n1CCCCC2	1867	1513
97	c1ccc(-c2nccc(-c3ccc4c(c3)OCO4)n2)cc1	1802	1598
98	CCOC12CC(C)(C)CC(C)(CC3=C1C(=O)CC(C)(C)C3)C2 (stereo unspecified)	1809	1475
99	COc1cccc(C(=O)NNC(=S)NC2CCCCC2)c1	1755	1795
100	O=C(CSCc1cnn(-c2ccccc2)c1-n1cccc1)NCc1cccnc1	1873	1589
101	COc1ccc(CC(=O)NCc2ccc3c(c2)cc(C)n3C)cc1OC	1571	1558
102	Cc1cccc(C(=O)NC(NC(=S)Nc2ccc(S(N)(=O)=O)cc2)C(Cl)(Cl)Cl)c1 (stereo unspecified)	1437	1458
103	Fc1ccc(C2=NN(c3ccccc3)C(c3ccco3)C2)cc1 (stereo unspecified)	1806	1944
104	CC(=O)Nc1ccc(S(=O)(=O)Nn2cnnc2)cc1	1821	1556
105	O=C(COc1ccc(/C=N/NC(=O)c2ccccc2O)cc1)Nc1ccccc1	1710	1594

item	SMILES	SRC1 TRFRET art	SRC3 TRFRET art
106	CCOc1cc2c(cc1OCC)C(c1ccc(OC)cc1)N(c1ccccc1)C(=O)C2 (stereo unspecified)	1944	1600
107	CC1CCN(CCCCOc2ccc(Br)cc2)CC1	1770	1561
108	Cc1occc1C(=O)NNC(=O)COc1ccc(Br)cc1Br	1941	1534
109	CNC(=S)Nc1ccc(Br)cc1	2163	1567
110	Cc1ccccc1-n1c(=O)cc(N2CCN(Cc3ccccc3)CC2)[nH]c1=O	1734	1698
111	COc1ccc(-c2nc(NC(=O)CCNC(=O)c3ccco3)sc2C)cc1	1680	1556
112	COc1cccc(C(=O)N/N=c2\oc3c(OC)cccc3cc2C(=O)NCc2ccccc2)c1	1692	1582
113	CCCCCC(=O)N/N=C/c1ccccc1[N+](=O)[O-]	2008	1679
114	CNc1cc(Cl)nc(SC)n1	1742	1554
115	CSc1cccc(NC(=S)N2CCCN(Cc3ccccc3F)C2)c1	1877	1682
116	CCOC(=O)c1c(C)c(C(=O)NCCOC)c(C)n1CC	1799	1593
117	CS(=O)(=O)N1CCN(c2ccc(C(=O)NC34CC5CC(CC(C5)C3)C4)cc2[N+](=O)[O-])CC1	1914	1436
118	Cc1ccc(-c2cc3c(N=O)c4ccccc4c-3n[nH]2)cc1	1773	1565
119	COc1ccc(O[C@H]2C=C[C@@H](c3ccccc3)O[C@@H]2COC(=O)CC/C(C)=N/O[C@@H](C)c2cc(-c3c(C)cc(C)cc3C)no2)cc1	1610	1507
120	CCCC(=O)Nc1nc(-c2ccccc2)c(CC)s1	1812	1583
121	CCO[C@H]1OC(C(=O)N2CCN(Cc3ccc4c(c3)OCO4)CC2)=C[C@@H](c2cn(C(C)=O)c3ccccc23)[C@@H]1CCCO	1764	1549
122	COc1cc(/C=C2/SC(=S)N(C)C2=O)ccc1OC(=O)c1ccco1	2035	1484
